NPC1 promoter act: activators of NPC1 promoter; AID 485313; Potency, µM (doses to about 9.22 µM), for the others: at the highest dose activation, usual class: activators; Huh7 NPC1 promoter luciferase reporter, 24 h; 2.4% of 320,000 active;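 note: potency is the fitted concentration of half-maximal effect; % of control where 0% means no effect; nearly all actives have a fitted effect of over 60% in size; reporter is driven by a mutant NPC1 promoter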
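Luminescence from an NPC1 promoter-driven luciferase reporter in stably transfected Huh7 cells was measured after 24 h compound treatment at 37 °C, followed by 10 min ambient incubation with luciferase detection reagent.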
p53 reactivation: re-activators of mutant p53 | AID 504706 | 0.063% of 320,000 active | H1299 p53-A138V BP100-luciferase reporter, luminescence, 24 h | Potency, µM (series often up to 92.2 µM), inactives show at the top dose activity change, positive = activation, hits mostly activators; note: potency is the fitted concentration of half-maximal effect; % of control where 0% means no effect; nearly all actives have a fitted effect of over 45% in size
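p53-null H1299 cells stably carrying temperature-sensitive p53-A138V and a BP100-luciferase reporter were pinned with compounds (4-point, 1:5 series) and held 24 hrs at 37 deg C. Luminescence was read 10 min after detection reagent.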
ELG1 genotoxic: induces genotoxicity in HEK293T cells with luciferase-tagged ELG1. AID 504466. Potency, µM (highest dose often 46 µM), for the others: at the highest dose activity change, positive = activation, hits mostly activators. HEK293T ELG1-luciferase reporter, luminescence, 16 h. 1.3% of 330,000 active; note: potency is the fitted concentration of half-maximal effect; % of control where 0% means no effect; nearly all actives have a fitted effect of over 60% in size
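Quantitative HTS format in 1536-well plates. HEK293T ELG1-luciferase reporter cells receive test compound and are incubated 16 hr at 37 °C, 5% CO2; ONE-Glo added, 30 min room temperature, then luminescence read.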
Gal4-VP16 FLuc: counter-screen for ROR gamma inhibitors: Gal4-VP16 reporter; Drosophila S2 Gal4-VP16 UAS-luciferase, luminescence, 20 h; Potency, µM (highest dose often 53.6 µM), inactives show top-dose activity, negative = inhibition, most hits filed as inhibitors; 3.5% of 310,000 active; AID 2546;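 note: Gal4-VP16 expression switched on by copper sulfate through the metallothionein promoter; potency is the fitted concentration of half-maximal effect; % is set by controls: 0 for no effect and ±100 for the full control effect; nearly all actives have a fitted effect of over 50% in size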
TRPV1 ag: agonists of human vanilloid receptor 1 (TRPV1); Q8NER1; TRPV1-expressing cells, Fluo-8 calcium influx, agonist mode; activation, % at 8.33 µM; 0.19% of 320,000 active; AID 540275; in the data active = activation above about 80%; inconclusive = between about 30% and that limit; note: 0% is about no effect
Target sequence (Q8NER1 whole entry, looked up): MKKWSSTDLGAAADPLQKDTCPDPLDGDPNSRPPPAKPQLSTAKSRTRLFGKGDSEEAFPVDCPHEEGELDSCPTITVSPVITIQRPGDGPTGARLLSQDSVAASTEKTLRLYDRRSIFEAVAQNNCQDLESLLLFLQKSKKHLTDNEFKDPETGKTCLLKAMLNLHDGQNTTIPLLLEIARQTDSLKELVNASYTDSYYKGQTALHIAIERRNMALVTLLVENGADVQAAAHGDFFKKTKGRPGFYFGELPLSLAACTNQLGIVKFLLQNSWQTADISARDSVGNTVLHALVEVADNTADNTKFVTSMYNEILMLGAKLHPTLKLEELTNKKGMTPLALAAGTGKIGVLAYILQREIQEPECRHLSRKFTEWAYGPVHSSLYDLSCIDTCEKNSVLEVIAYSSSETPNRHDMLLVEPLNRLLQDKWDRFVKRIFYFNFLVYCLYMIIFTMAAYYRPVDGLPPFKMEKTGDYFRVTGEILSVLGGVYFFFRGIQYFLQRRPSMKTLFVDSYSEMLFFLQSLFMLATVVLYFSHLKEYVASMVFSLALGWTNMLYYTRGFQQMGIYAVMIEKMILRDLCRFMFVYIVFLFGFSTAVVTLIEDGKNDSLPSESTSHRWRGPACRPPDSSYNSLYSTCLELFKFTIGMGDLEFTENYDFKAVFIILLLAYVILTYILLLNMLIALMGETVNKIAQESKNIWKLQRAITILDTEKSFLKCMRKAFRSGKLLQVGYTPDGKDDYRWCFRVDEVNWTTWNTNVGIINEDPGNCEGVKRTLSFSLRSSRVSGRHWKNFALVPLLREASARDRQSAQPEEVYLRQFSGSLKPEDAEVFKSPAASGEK
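Fluo-8 calcium influx in TRPV1-expressing cells, kinetic read (ex 480/em 520 nm). Compound added and read 3 min for agonist activity, followed by capsaicin at EC20 final and 2 min further read for enhancement.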
RORgamma inh: ROR gamma (mouse) transcription inhibition; Drosophila S2 Gal4-RORgamma UAS-luciferase reporter, 20 h; P51450; Potency, µM (titrated, usually from 53.6 µM), without a hit: at the top dose activity change, negative = inhibition, hits mostly inhibitors; 5.4% of 310,000 active; note: potency is the fitted concentration of half-maximal effect; % is set by controls: 0 for no effect and ±100 for the full control effect; nearly all actives have a fitted effect of over 60% in size
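Compounds are pin-transferred onto Drosophila Schneider cells expressing a copper-inducible Gal4–ROR gamma transactivation domain fusion. After 1 hr, copper sulfate is added to 700 uM final; luciferase is read 20 hr later.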
FLuc modulator: inhibits or activates purified firefly luciferase, miR-21 counter-screen. P08659. purified FLuc, Km substrates, luminescence inhibition. Potency, µM (top dose mostly 57.5 µM), for inactives: top-dose activity change, negative = inhibition, most hits filed as inhibitors. 6.9% of 360,000 active. AID 588342;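 note: potency is the fitted concentration of half-maximal effect; plate controls were vehicle for no effect and reference inhibitor for full effect; nearly all actives have a fitted effect of over 55% in size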
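Purified P. pyralis luciferase (10nM final) with 10uM D-luciferin and 10uM ATP (Km levels) in 50mM Tris acetate pH 7.5, 10mM Mg acetate, 0.01% Tween-20, 0.05% BSA; qHTS 6-point titration, ~60 µM downward; luminescence read.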
Rab9 promoter act: activates the Rab9 promoter. Huh7 Rab9 promoter-luciferase reporter, luminescence, 24 h. Potency, µM (series often up to 9.22 µM), for inactives: at the highest dose activation, negative = inhibition, most hits filed as activators. 2.8% of 320,000 active; note: potency is the fitted concentration of half-maximal effect; % of control where 0% means no effect; nearly all actives have a fitted effect of over 60% in size
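Luciferase signal after 10 min detection reagent at ambient indicates Rab9 promoter upregulation; stably transfected Huh7 cells were treated 24 h with compound in DMSO at 37 °C, 5% CO2.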
ELG1 repair inh: blocks ELG1-dependent DNA repair in HEK293T cells; Potency, µM (top dose mostly 46.1 µM), without a hit: at the highest dose activity change, negative = inhibition, actives largely listed as inhibitors; HEK293T ELG1-luciferase reporter, luminescence, 16 h; DNA damage induced by 5-fluorouridine; 2.3% of 330,000 active; note: potency is the fitted concentration of half-maximal effect; % is set by controls: 0 for no effect and ±100 for the full control effect; nearly all actives have a fitted effect of over 55% in size
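DMSO vehicle served as the neutral condition. Each well held 2,000 cells given 5-fluorouridine plus compound; after 16 hr at 37 °C/5% CO2, ONE-Glo was added and luciferase measured 30 min later.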
Tb PFK block: inhibitors of T. brucei phosphofructokinase; O15648; T. brucei PFK, ADP-Glo luminescence; Potency, µM (series often up to 57.5 µM), for inactives: at the highest dose activity, negative = inhibition, usual class: inhibitors; 0.17% of 330,000 active;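 note: potency is the fitted concentration of half-maximal effect; 0% = uninhibited 1x PFK enzyme wells and -100% = no-enzyme wells; nearly all actives have a fitted effect of over 60% in size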
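Luminescent ADP detection (ADP-Glo, two-step: ATP depletion then ADP-to-ATP conversion for luciferase) reported PFK activity after 45 min room-temperature reaction of 1.25 nM enzyme with 0.5 mM F6P and 0.1 mM ATP at pH 8.0.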
BRCA1 expr up: increases BRCA1 expression; 1.1% of 380,000 active; AID 624202; MCF7-BRCA1-FFLuc reporter, luminescence, 48 h; response scale: scaled: vehicle 0%, 10 µM genistein 100%; Potency, µM (titrated, usually from 46.1 µM), for the others: at the highest dose activation, usual class: activators; note: potency is the fitted concentration of half-maximal effect; nearly all actives have a fitted effect of over 80% in size; some results filed as inactive show a strong effect at the top dose
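MCF7-BRCA1-FFLuc cells, 2000/well in phenol-red-free MEM, attached 2 h then treated 48 h at 37 C. Luciferase luminescence read 15 min after reagent; normalized to genistein maximum activation (10microM) and DMSO, concentration-response fitted.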
* marks the source's active call; other numbers are inactive results; [ ] = another dose, or the depositor's remark. Unless noted, calls come from the whole dose curve; as a rule, active = well fitted curve in the direction sought with a large enough effect; inconclusive = small, poorly fitted or top-dose-only effect, or another doubt; inactive = no such curve, though single readings can be large; an effect the other way counts as inactive or inconclusive.

Screening COc1ccc(/C=C/C(=O)OCC(=O)c2ccc(S(=O)(=O)N3CCCCC3)cc2)cc1OC returned NPC1 promoter act -5%, p53 reactivation 2%, ELG1 genotoxic 0%, TRPV1 ag 3, FLuc modulator 2%, Rab9 promoter act -1%, ELG1 repair inh inconclusive, Tb PFK block -2% and BRCA1 expr up 1%.
`COc1cccc(CC(NC(C)=O)C(=O)NC2CCN(S(=O)(=O)c3ccc(F)cc3)CC2)c1OC` (centres undefined) gave NPC1 promoter act -10%, p53 reactivation -2%, ELG1 genotoxic 2%, Gal4-VP16 FLuc 0%, TRPV1 ag -1, RORgamma inh 3%, FLuc modulator 1%, Rab9 promoter act -8%, ELG1 repair inh -9%, Tb PFK block 0% and BRCA1 expr up 7%.
COc1ccc(-c2c(C#N)c(SCC(N)=O)nc3c2CCCC3)cc1 was read as NPC1 promoter act -7%, p53 reactivation 7%, ELG1 genotoxic -1%, Gal4-VP16 FLuc -16%, TRPV1 ag -1, RORgamma inh 22%, FLuc modulator 7%, Rab9 promoter act 0%, ELG1 repair inh -14%, Tb PFK block 2% and BRCA1 expr up -6%.
`CCCNC(=O)Nc1cccc(C(=O)OC)c1` gave NPC1 promoter act 2%, p53 reactivation -2%, ELG1 genotoxic 1%, Gal4-VP16 FLuc 8%, TRPV1 ag 16, RORgamma inh 17%, FLuc modulator -9%, Rab9 promoter act 2%, ELG1 repair inh inconclusive, Tb PFK block 1% and BRCA1 expr up 27%.
Screening O=C(CCSc1ccccc1)Nc1ccc(S(=O)(=O)N2CCOCC2)cc1 returned NPC1 promoter act 3%, p53 reactivation 0%, ELG1 genotoxic 1%, Gal4-VP16 FLuc 16%, TRPV1 ag inconclusive, RORgamma inh 3%, FLuc modulator 1%, Rab9 promoter act 5%[1.84 µM], ELG1 repair inh -29%, Tb PFK block -6% and BRCA1 expr up -20%.
For CC(NCc1cc(Br)ccc1OCC(N)=O)C12CC3CC(CC(C3)C1)C2 (centres undefined) the results were NPC1 promoter act -3%, ELG1 genotoxic -4%, Gal4-VP16 FLuc -6%, TRPV1 ag 5, RORgamma inh -19%, FLuc modulator 6%, Rab9 promoter act 0%, ELG1 repair inh inconclusive, Tb PFK block -2% and BRCA1 expr up -55%.
`COc1ccccc1C(CNC(=O)c1ccc(NS(=O)(=O)c2ccc(F)c(C)c2)cc1)N1CCCC1` (centres undefined) gave NPC1 promoter act -5%, p53 reactivation 0%, ELG1 genotoxic 2%, TRPV1 ag 1, FLuc modulator -10%, Rab9 promoter act 0%, ELG1 repair inh 17%, Tb PFK block 6% and BRCA1 expr up -24%.
Cc1csc(SCc2ccccc2C(=O)O)n1 was read as NPC1 promoter act 4%, p53 reactivation 16%, ELG1 genotoxic -2%, Gal4-VP16 FLuc -3%, TRPV1 ag -2, RORgamma inh 1%, FLuc modulator -6%, Rab9 promoter act 4%, ELG1 repair inh inconclusive, Tb PFK block 1% and BRCA1 expr up -3%.
For O=C1Nc2ccccc2C(O)(C(=O)NC2CC2)N1c1ccc(Cl)c(Cl)c1 (centres undefined) the results were NPC1 promoter act -2%, p53 reactivation -3%, ELG1 genotoxic 2%, Gal4-VP16 FLuc 0%, TRPV1 ag -4, RORgamma inh 9%, FLuc modulator 0%, Rab9 promoter act -8%, ELG1 repair inh -1%, Tb PFK block 2% and BRCA1 expr up 4%.
`Cc1cc(C)c2c(-n3cccc3)nn(C)c2n1` gave NPC1 promoter act 3%, p53 reactivation 6%, ELG1 genotoxic -2%, Gal4-VP16 FLuc -4%, TRPV1 ag 0, RORgamma inh 1%, FLuc modulator -4%, Rab9 promoter act 4%, ELG1 repair inh 12%, Tb PFK block 2% and BRCA1 expr up 0%.
Cc1ccc2[nH]c(=O)c(CN(CCO)Cc3nnnn3CCc3ccccc3)cc2c1 was read as NPC1 promoter act -1%, p53 reactivation -4%, ELG1 genotoxic -1%, Gal4-VP16 FLuc 1%, TRPV1 ag 1, RORgamma inh -8%, FLuc modulator 4%, Rab9 promoter act -9%, ELG1 repair inh 5%, Tb PFK block -5% and BRCA1 expr up -37%.
`COc1ccccc1CNC(=O)CCN1C(=O)c2ccccc2C1=O` gave NPC1 promoter act -2%, p53 reactivation -1%, ELG1 genotoxic 4%, Gal4-VP16 FLuc -9%, TRPV1 ag -1, RORgamma inh 8%, FLuc modulator -1%, Rab9 promoter act -3%, ELG1 repair inh -4%, Tb PFK block 1% and BRCA1 expr up -19%.
`COc1ccc(C(=O)NN2C(=O)C3CCC(C)(C2=O)C3(C)C)cc1` (centres undefined) gave NPC1 promoter act 3%, p53 reactivation -5%, ELG1 genotoxic 0%, Gal4-VP16 FLuc 1%, TRPV1 ag 0, RORgamma inh 3%, FLuc modulator 2%, Rab9 promoter act 1%, ELG1 repair inh -1%, Tb PFK block 0% and BRCA1 expr up -2%.
`CCN1CCN(c2ccc(S(=O)(=O)N3CCCCC3)cc2NC(=O)COc2ccc(F)cc2Cl)CC1` gave NPC1 promoter act -4%, p53 reactivation inconclusive, ELG1 genotoxic -17%, Gal4-VP16 FLuc -19%, TRPV1 ag 18, RORgamma inh inconclusive, FLuc modulator 2%, Rab9 promoter act 10%, ELG1 repair inh -17%, Tb PFK block 1% and BRCA1 expr up -54%.
COc1ccc(/C=N/N2C(=O)C3C4C=CC(C4)C3C2=O)cc1[N+](=O)[O-] (centres undefined) was read as NPC1 promoter act -3%, p53 reactivation inconclusive, ELG1 genotoxic 7%, Gal4-VP16 FLuc inconclusive, TRPV1 ag 3, RORgamma inh -6%, FLuc modulator -2%, Rab9 promoter act 6%, ELG1 repair inh -14%, Tb PFK block -1% and BRCA1 expr up 14%.
For N#Cc1ccc(-c2ccc(Cl)cc2)nc1Oc1ccc(F)cc1 the results were NPC1 promoter act 0%, p53 reactivation 1%, ELG1 genotoxic 10%, Gal4-VP16 FLuc inconclusive, TRPV1 ag 0, RORgamma inh inconclusive, FLuc modulator 4%, Rab9 promoter act 0%, ELG1 repair inh -11%, Tb PFK block 0% and BRCA1 expr up -36%.
`CN1CCN(C(=O)c2ccc(Cl)c(S(=O)(=O)N3CCCCCC3)c2)CC1` gave NPC1 promoter act -4%, p53 reactivation 0%, ELG1 genotoxic -3%, Gal4-VP16 FLuc 1%, TRPV1 ag 3, RORgamma inh 2%, FLuc modulator -1%, Rab9 promoter act 1%, ELG1 repair inh -5%, Tb PFK block -5% and BRCA1 expr up -5%.
`COC(=O)C(NC(=O)CSc1nc(N)cc(=O)[nH]1)c1ccccc1` (centres undefined) gave NPC1 promoter act 1%, p53 reactivation 1%, ELG1 genotoxic 0%, Gal4-VP16 FLuc 3%, TRPV1 ag -2, RORgamma inh 1%, FLuc modulator 0%, Rab9 promoter act -6%, ELG1 repair inh 12%, Tb PFK block 1% and BRCA1 expr up 3%.
Screening Cc1ccccc1C(=O)OCC(=O)NCC1COc2ccccc2O1 (centres undefined) returned NPC1 promoter act -7%, p53 reactivation 13%, ELG1 genotoxic 5%, TRPV1 ag 3, FLuc modulator 1%, Rab9 promoter act -5%, ELG1 repair inh 19%, Tb PFK block 4% and BRCA1 expr up -23%.
`CCC(C)NS(=O)(=O)c1ccc(S(=O)(=O)N2CCCC3(CCCCC3)C2)cc1` (centres undefined) gave NPC1 promoter act -2%, p53 reactivation 14%, ELG1 genotoxic -2%, Gal4-VP16 FLuc inconclusive, TRPV1 ag 5, RORgamma inh inconclusive, FLuc modulator 0%, Rab9 promoter act -6%, ELG1 repair inh inconclusive, Tb PFK block -1% and BRCA1 expr up -75%.

Entries shown so far that have an NH in an aromatic ring (two):
Cc1ccc2[nH]c(=O)c(CN(CCO)Cc3nnnn3CCc3ccccc3)cc2c1 was read as NPC1 promoter act -1%, p53 reactivation -4%, ELG1 genotoxic -1%, Gal4-VP16 FLuc 1%, TRPV1 ag 1, RORgamma inh -8%, FLuc modulator 4%, Rab9 promoter act -9%, ELG1 repair inh 5%, Tb PFK block -5% and BRCA1 expr up -37%.
`COC(=O)C(NC(=O)CSc1nc(N)cc(=O)[nH]1)c1ccccc1` (centres undefined) gave NPC1 promoter act 1%, p53 reactivation 1%, ELG1 genotoxic 0%, Gal4-VP16 FLuc 3%, TRPV1 ag -2, RORgamma inh 1%, FLuc modulator 0%, Rab9 promoter act -6%, ELG1 repair inh 12%, Tb PFK block 1% and BRCA1 expr up 3%.

An unsorted share of the library; 15% or so of the library scored in one or more.
